Bioassay records: PubChem BioAssay, several laboratories
Mtb FBA inh: inhibits M. tuberculosis FBA enzyme. purified M. tuberculosis FBA, fluorescence read-out. inhibition, % at 1 µM. actives 2.3% (n = 360,000); in the data active = inhibition above about 27%;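 note: 0% = vehicle and 100% = reference inhibitor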
Target sequence (P9WQA3 whole entry, looked up): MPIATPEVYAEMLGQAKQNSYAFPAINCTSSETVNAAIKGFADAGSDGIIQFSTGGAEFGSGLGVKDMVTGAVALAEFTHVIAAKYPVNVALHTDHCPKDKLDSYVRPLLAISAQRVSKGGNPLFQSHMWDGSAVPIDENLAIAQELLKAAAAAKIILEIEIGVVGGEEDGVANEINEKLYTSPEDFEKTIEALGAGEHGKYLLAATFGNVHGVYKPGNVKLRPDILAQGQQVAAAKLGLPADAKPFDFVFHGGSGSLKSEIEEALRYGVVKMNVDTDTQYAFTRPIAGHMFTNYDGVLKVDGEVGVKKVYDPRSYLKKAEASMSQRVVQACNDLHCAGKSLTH
FadD28 binding: blocks FadD28 binding to the bisubstrate probe | fluorescence polarization | inhibition, % at 12.5 µM | actives 0.22% (n = 360,000) | AID 588549; in the data active = inhibition above about 8.5%, passing the limit was not always enough; inconclusive = no clear call, values can overlap the other calls
BoNT A protease: inhibitors of Botulinum neurotoxin A light chain protease. multiplex microsphere protease substrate cleavage, flow cytometry. inhibition, % at 10 µM. actives 0.17% (n = 360,000). AID 588499; in the data active = inhibition above about 30%; inconclusive = no clear call, values can overlap the other calls; note: plate controls were buffer without enzyme for full effect and enzyme alone for no effect
BioA inh: inhibitors of Mycobacterium tuberculosis BioA enzyme; AID 602481; inhibition, % at 9.99 µM; purified M. tuberculosis BioA enzyme, plate reader; actives 0.096% (n = 360,000); in the data active = inhibition above about 40%; inconclusive = no clear call, values can overlap the other calls
UGM FP inh: blocks M. tuberculosis UGM enzyme. purified UGM, fluorescence polarization probe displacement. P9WIQ1. actives 0.06% (n = 320,000). inhibition, % at 10 µM; in the data active = inhibition above about 10%, passing the limit was not always enough; inconclusive = no clear call, values can overlap the other calls
Target sequence (P9WIQ1 whole entry, looked up): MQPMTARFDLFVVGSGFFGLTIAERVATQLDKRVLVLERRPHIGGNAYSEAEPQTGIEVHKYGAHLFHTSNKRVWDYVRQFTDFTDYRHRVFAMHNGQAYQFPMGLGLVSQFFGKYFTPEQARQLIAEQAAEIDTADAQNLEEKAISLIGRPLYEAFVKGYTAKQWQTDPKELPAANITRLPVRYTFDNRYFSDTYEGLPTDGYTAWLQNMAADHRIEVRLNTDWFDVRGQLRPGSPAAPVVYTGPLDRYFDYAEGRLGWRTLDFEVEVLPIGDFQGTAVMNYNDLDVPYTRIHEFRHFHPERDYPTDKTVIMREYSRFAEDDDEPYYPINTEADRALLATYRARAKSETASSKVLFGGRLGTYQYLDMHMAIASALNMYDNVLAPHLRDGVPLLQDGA
BoNT-F LC inh: BoNT F light chain protease inhibition; Multiplex microsphere protease cleavage assay, flow cytometry; inhibition, % at 10 µM; actives 0.22% (n = 360,000); AID 588497; in the data active = inhibition above about 35%, passing the limit was not always enough; inconclusive = no clear call, values can overlap the other calls; note: plate controls were buffer without enzyme for full effect and enzyme alone for no effect
CCHF vOTU inh: CCHFV vOTU protease inhibition; inhibition, % at 11.5 µM; actives 0.55% (n = 370,000); AID 651958; Pep-AMC fluorescence; note: 0% = vehicle wells with enzyme and 100% = no enzyme wells
GDH-TPI inh: inhibits GDH-TPI coupling enzymes, artifact for Mtb FBA screen; inhibition, % at 4.8 µM; AID 588335; actives 1.2% (n = 360,000); GDH-TPI coupled enzyme counterscreen, NADH absorbance;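 note: 0% = DMSO wells and 100% = wells lacking the enzyme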
PrPC TRFRET: inhibitors of human cell surface prion protein PrPC. P04156. TR-FRET read-out. inhibition, % at 13.8 µM. actives 0.43% (n = 370,000). AID 720596; in the data active = inhibition above about 24%; note: 0% = median of the test wells and 100% = reference compound wells
Starred values were filed as active, the others as inactive; ? = inconclusive; . = no result given. Cut-off read from the data, not from the text of the source, unless noted: active = inhibition above about 30%; inactive = the rest.

SMILES	Mtb FBA inh	FadD28 binding	BoNT A protease	BioA inh	UGM FP inh	BoNT-F LC inh	CCHF vOTU inh	GDH-TPI inh	PrPC TRFRET
COc1c(Br)cc([N+](=O)[O-])c(OC)c1C(=O)NC(=O)Nc1c(Cl)cccc1Cl	2	-1.2	-0.1	3.9	-1.5	4	2	4	2
COc1ccc(Nc2nc3ccc(OC)cc3s2)cc1	-2	1.7	-0.9	.	1.7	-2	0	-3	4
CC(=O)Nc1ccc(S(=O)(=O)Nc2nnc(C3CCCCC3)s2)cc1	1	0.5	1.5	5.7	2.8	7	16	-6	2
NS(=O)(=O)c1ccc(CCNC(=O)CNC(=O)COc2ccccc2)cc1	3	-2.2	-3.3	-0.5	-0.8	3	-9	14	0
O=C(c1ccccc1)N1CCN(c2n[nH]c(=O)[nH]c2=O)CC1	3	-0.9	-0.2	.	1.8	0	-1	-2	4
COc1ccc2[nH]c(=O)c(CN(C)C(=O)c3ccncc3)cc2c1	8	-3.0	-1.9	-1.0	-0.8	-3	-8	-2	-2
O=C1NC2=C(C(=O)CCC2)C(c2ccc([N+](=O)[O-])cc2)N1 (configuration not stated)	-1	-1.9	2.3	.	-1.0	-5	1	7	-15
COc1ccc(-c2nnc(-c3ccc(Br)o3)o2)cc1OC	2	-0.7	1.1	.	2.1	10	-3	11	60*
CCOC(=O)c1ccccc1NC(=O)CSc1nc2ccncc2[nH]1	7	-1.6	0.0	0.9	0.7	2	-11	11	-3
CCOC(=O)C1(Cc2ccc(OC)cc2)CCN(S(C)(=O)=O)CC1	0	-2.5	0.1	.	1.8	4	-4	-3	0
O=C(N/N=C/c1cc(Br)ccc1O)c1ccccc1Cl	8	-20	-0.3	6.6	0.4	-10	0	16	3
Cc1noc(C)c1S(=O)(=O)N1CCCC(C(=O)NCCc2ccccc2)C1 (configuration not stated)	3	-0.3	-0.3	-1.7	1.1	-13	9	-3	-6
O=C(CN1C(=O)NC2(CCSC2)C1=O)NCc1ccccc1 (configuration not stated)	0	-0.1	-1.0	0.0	-0.7	-6	-1	-4	-6
CCOC(=O)/C(C#N)=C/c1cn(CCOc2ccc(OC)cc2)c2ccccc12	-1	-0.2	0.4	.	1.4	-4	2	4	5
N#Cc1c(Cl)nsc1NN	-2	4.1	-1.6	.	2.6	-6	10	2	-21
CCc1ccc(OCCCCN(C)Cc2ccccc2)cc1	-1	-1.6	-5.7	-4.2	-1.7	?	10	22	-9
O=c1ccc(-c2ccccc2)nn1Cc1ccccc1F	1	-0.7	-2.9	2.8	1.1	?	-5	17	-1
Cc1ccc(C(=O)OC2=CC(=O)CC(C)(C)C2)cc1	2	-3.1	-0.2	-0.2	1.5	-12	1	-4	7
O=C(CSc1n[nH]c(-c2cccnc2)n1)Nc1cccc(Cl)c1	1	.	0.2	.	-1.7	2	-2	-9	5
CCN1CCN(C(=O)c2cc(COc3c(C)cccc3C)on2)CC1	-1	-0.2	-1.3	-4.0	0.2	2	1	2	3
O=C(CSc1nnc(-c2ccccc2)o1)NCC1CCCCC1	2	-0.3	-0.6	-0.3	.	-2	0	-5	-1
CS(=O)(=O)Nc1ccc(C(=O)Nc2ccccc2Cl)cc1	7	0.3	0.2	.	1.3	-4	5	6	7
COc1ccc(CN2CC(C(=O)N3CCOCC3)CC2=O)cc1 (configuration not stated)	2	-0.4	-0.3	0.5	1.4	1	2	8	0
Cc1ccnc(NC(=O)c2ccc(NC(=O)CC3SC(N4CCCC4)=NC3=O)cc2)c1 (configuration not stated)	2	-0.7	3.3	.	-0.2	?	-7	3	-3
CCC(c1nnnn1-c1ccc2c(c1)OCCO2)N1CCN(c2ncccn2)CC1 (configuration not stated)	.	.	0.1	.	.	-1	1	.	4
CN(C)CCCN(C(=O)c1ccc([N+](=O)[O-])s1)c1nc2cc3c(cc2s1)OCCO3	-3	-2.4	1.2	0.6	2.8	-8	6	12	-29
Cc1ccc(C)c(S(=O)(=O)Nc2ccc3scnc3c2)c1	-1	-2.4	-4.2	-0.6	0.3	-65	4	-2	12
O=C(O)/C=C/C(=O)N1CCN(S(=O)(=O)c2cccc(C(F)(F)F)c2)CC1	-2	-0.1	0.4	.	1.2	5	12	2	0
COc1cccc(CN2CC(C(=O)NCc3ccc(Cl)s3)CCC2=O)c1 (configuration not stated)	-3	-2.2	-0.7	4.6	.	0	0	0	1
COc1ccc(C(=O)NC(=S)Nc2ccccc2N2CCN(S(C)(=O)=O)CC2)cc1OC	-3	-1.8	0.4	1.0	0.0	1	-5	15	-10
CCCCCC/C(C=O)=C\c1ccccc1	2	-1.4	0.0	-1.0	1.5	-6	-6	6	-3
O=C(O)C1C2C=CC(C2)C1C(=O)OCC1CCCO1 (configuration not stated)	-1	-4.5	0.1	-0.8	-0.3	-5	-12	10	0
Cc1ccc(-n2nc3c(c2NC(=O)c2ccco2)CS(=O)(=O)C3)cc1C	-2	-1.5	2.5	1.9	3.8	-2	1	1	5
CC1(C(=O)NS(=O)(=O)c2ccc(Cl)s2)CCN1C(=O)C1(c2ccccc2)CCCC1 (configuration not stated)	-1	-1.7	-0.1	-0.9	.	-4	11	12	5
C=CCNC(=S)N1CCC(C(=O)c2ccc(OC)cc2)CC1	1	-2.7	1.0	2.8	0.3	6	8	1	3
CCSc1nc2sc3c(c2c(=O)[nH]1)CC(C)(CC)OC3 (configuration not stated)	-1	-0.6	0.6	.	1.0	4	0	9	-1
Cc1ccc(OCc2ccc(C(=O)NN)o2)c([N+](=O)[O-])c1	-1	-3.1	2.1	.	1.0	?	9	7	4
O=C1Nc2ccc(S(=O)(=O)N3CCCC3)c3ccc(S(=O)(=O)N4CCCC4)c1c23	5	1.1	0.0	-1.5	-3.8	-10	-8	4	3
CCN(c1ccccc1)S(=O)(=O)c1ccc(C(=O)Nc2c(C)n(C)n(-c3ccccc3)c2=O)cc1	3	-0.7	-0.5	1.1	0.0	-5	-1	13	2
CCOC(=O)CSc1nc(-c2ccc3c(c2)OCO3)ccc1C#N	25	-1.2	0.2	2.2	2.9	-1	-13	7	-7
NC(=O)CC[C@H](NC(=O)c1ccc(F)cc1)C(=O)N1CCN(Cc2ccc3c(c2)OCO3)CC1	-2	-1.2	-0.8	-2.1	2.1	-3	5	3	-3
C/C(=N\OC(=O)c1ccc(Cl)cc1)c1nccs1	-1	-5.8	-1.9	-1.0	-2.4	-5	9	2	0
N#CCC(=O)N/N=C/c1c(-c2ccccc2)n(-c2ccccc2)c2ccccc12	-3	0.3	-1.4	-0.1	2.5	0	17	10	7
CC1=C(C(=O)OCCC(C)C)C(c2ccc3c(c2)OCO3)NC(=O)N1 (configuration not stated)	2	-0.9	-2.5	0.4	-0.9	-15	17	3	-2
NC(=O)[C@@H]1CCCNc2c(F)cc([N+](=O)[O-])cc2C(=O)N[C@@H](CCC(=O)O)C(=O)N[C@@H](CO)C(=O)N1	0	1.4	0.2	1.2	-1.1	-10	4	10	-24
CN(c1ccccc1)c1nc(N)c([N+](=O)[O-])c(NCc2ccco2)n1	0	-0.2	-0.9	.	-3.9	-14	-14	13	-8
CCOC(=O)Nc1cccc(Cl)c1C	-6	-0.9	-0.2	-1.6	2.2	-1	-10	-1	-6
COCCCN(C(=O)Nc1ccccc1)C(C)c1ccncc1 (configuration not stated)	1	-1.4	-0.9	0.9	2.6	-18	-1	-1	4
CCOC(=O)C1CCCN(C2CC(=O)N(c3ccc(N4C(=O)CC(N5CCCC(C(=O)OCC)C5)C4=O)cc3)C2=O)C1 (configuration not stated)	-1	-1.5	0.0	-2.0	1.0	-2	-13	3	5
Cc1ccc(NC(=O)C2CCCN2S(=O)(=O)c2ccc3c(c2)n(C)c(=O)c(=O)n3C)cc1C (configuration not stated)	1	-1.4	-0.7	0.3	-0.6	-10	-7	11	-4
O=C(NCCC(c1ccccc1)c1ccco1)c1cccs1 (configuration not stated)	2	-10	-0.3	4.0	-0.6	5	.	17	.
COc1ccccc1OCCNC(=O)CCNC(=O)c1ccccc1Cl	2	-3.2	-0.4	-1.9	-5.7	3	-7	1	-1
CCOC(=O)C1=C(CC)OC(N)=C(C#N)C1c1ccc(F)cc1F (configuration not stated)	2	-0.3	-0.1	.	-2.2	-2	-3	-2	2
Oc1ccccc1C1SC(c2ccccc2O)SC(c2ccccc2O)S1 (configuration not stated)	-5	-3.0	-1.2	-0.9	.	-1	20	0	-9
CCOC(=O)c1c(C(F)(F)F)nc2ncccn12	12	-0.8	0.1	-2.5	0.7	0	8	-3	0
Cc1ccnc(N2CCC(C(=O)NNC(=O)c3ccccc3C)CC2)n1	6	-3.9	-0.5	0.7	0.5	-8	-8	-11	-1
CC(C)(C)C(=O)O[C@H]1CC[C@@]2(C)C(=CC(=O)C3C2CC[C@]2(C)C(=O)[C@H](O)CC32)C1 (some centres not stated)	2	-4.4	-0.2	-0.6	0.0	2	2	-4	3
COc1ccc(/C=N/OCC(=O)Nc2nc3ccccc3s2)cc1OC	1	-3.2	-0.5	0.0	1.3	-9	-11	-1	2
CC(C)(C)NC(=O)c1cc(-c2ccc3c(c2)OCO3)nc2ccccc12	3	-2.9	.	-0.5	-3.5	.	9	15	1
CN1CCN(C(=O)c2cc3c(ccc4ccccc43)oc2=O)CC1	54*	-0.9	0.0	-2.0	3.8	12	-146	12	-3

Further compounds:
SMILES	Mtb FBA inh	FadD28 binding	BoNT A protease	BioA inh	UGM FP inh	BoNT-F LC inh	CCHF vOTU inh	GDH-TPI inh	PrPC TRFRET
COc1ccc2nc(Nc3nc(-c4ccncc4)cs3)sc2c1	2	-2.3	-0.5	-1.7	1.1	-9	-7	3	-19
CSCC[C@H](NC(=O)N1C[C@H]2C[C@@H](C1)c1cccc(=O)n1C2)C(=O)Nc1ccc(NC(C)=O)cc1	-1	-1.3	-0.2	-0.8	2.8	-2	5	-5	3
CCOc1ccc(N=Nc2c(N)[nH][nH]c2=O)cc1	-12	-3.9	0.2	.	1.4	-3	6	14	-23
CCc1ccccc1NC(=O)CC(c1ccc(OC)cc1)n1cccc1 (configuration not stated)	-1	-1.3	-0.5	0.1	-1.4	-5	-3	11	-1
CN(C)CCC(=O)N1c2ccccc2Sc2ccc(C(F)(F)F)cc21	0	-3.6	0.1	-0.4	0.7	-5	-6	-15	-5
O=C(CSc1nnnn1-c1ccc(F)cc1)NCc1cccs1	-2	0.3	-0.5	.	2.3	-4	-1	2	2
ON=C(CCc1ccccc1)CCc1ccccc1	-1	-1.4	-0.5	0.8	.	-7	-8	-2	10
CCCC(=O)OCC1CN(Cc2ccco2)S(=O)(=O)c2c(F)cccc2O1 (configuration not stated)	-2	-2.0	-0.5	0.3	.	2	-2	2	-1
CN(C(=O)c1ccccc1)C1c2c(ccc3ccccc23)OCC1CO (configuration not stated)	-3	-3.9	-3.6	-1.0	-0.4	-23	8	-7	-2

Among those listed so far, these have fluorine.
SMILES	Mtb FBA inh	FadD28 binding	BoNT A protease	BioA inh	UGM FP inh	BoNT-F LC inh	CCHF vOTU inh	GDH-TPI inh	PrPC TRFRET
O=c1ccc(-c2ccccc2)nn1Cc1ccccc1F	1	-0.7	-2.9	2.8	1.1	?	-5	17	-1
O=C(O)/C=C/C(=O)N1CCN(S(=O)(=O)c2cccc(C(F)(F)F)c2)CC1	-2	-0.1	0.4	.	1.2	5	12	2	0
NC(=O)CC[C@H](NC(=O)c1ccc(F)cc1)C(=O)N1CCN(Cc2ccc3c(c2)OCO3)CC1	-2	-1.2	-0.8	-2.1	2.1	-3	5	3	-3
NC(=O)[C@@H]1CCCNc2c(F)cc([N+](=O)[O-])cc2C(=O)N[C@@H](CCC(=O)O)C(=O)N[C@@H](CO)C(=O)N1	0	1.4	0.2	1.2	-1.1	-10	4	10	-24
CCOC(=O)C1=C(CC)OC(N)=C(C#N)C1c1ccc(F)cc1F (configuration not stated)	2	-0.3	-0.1	.	-2.2	-2	-3	-2	2
CCOC(=O)c1c(C(F)(F)F)nc2ncccn12	12	-0.8	0.1	-2.5	0.7	0	8	-3	0
CN(C)CCC(=O)N1c2ccccc2Sc2ccc(C(F)(F)F)cc21	0	-3.6	0.1	-0.4	0.7	-5	-6	-15	-5
O=C(CSc1nnnn1-c1ccc(F)cc1)NCc1cccs1	-2	0.3	-0.5	.	2.3	-4	-1	2	2
CCCC(=O)OCC1CN(Cc2ccco2)S(=O)(=O)c2c(F)cccc2O1 (configuration not stated)	-2	-2.0	-0.5	0.3	.	2	-2	2	-1
